Assay outcomes (PubChem BioAssay)
TcdB inh: TcdB glycohydrolase inhibition | inhibition, % at 9.99 µM | TcdB glycohydrolase enzymatic assay, plate reader | 350,000 compounds, 0.24% hits | P18177 | AID 652162; in the data active = inhibition above about 10%
Numbers without * were called inactive. These rows are one share of the data (hit frequency here may not be typical).

The opening four records, to show the layout:
SMILES	TcdB inh
C[C@H](CO)N1C[C@H](C)[C@H](CN(C)Cc2ccc(-c3ccccc3)cc2)Oc2ccc(N(C)C)cc2C1=O	-5.0
CO[C@H]1CN(C)C(=O)c2cc(NC(=O)C3CCC3)ccc2OC[C@H](C)N(Cc2ccccn2)C[C@@H]1C	0.8
CCS(=O)(=O)N(C)C[C@@H]1N[C@H](CO)[C@@H]1c1ccc(C#CC2CCCC2)cc1	0.5
CC(C)NC(=O)N(C)C[C@H]1Oc2ncc(C#CC3(O)CCCC3)cc2C(=O)N([C@@H](C)CO)C[C@@H]1C	0.6

Main list, previewed entries included:
SMILES	TcdB inh
C[C@H](CO)N1C[C@H](C)[C@H](CN(C)Cc2ccc(-c3ccccc3)cc2)Oc2ccc(N(C)C)cc2C1=O	-5.0
CO[C@H]1CN(C)C(=O)c2cc(NC(=O)C3CCC3)ccc2OC[C@H](C)N(Cc2ccccn2)C[C@@H]1C	0.8
CCS(=O)(=O)N(C)C[C@@H]1N[C@H](CO)[C@@H]1c1ccc(C#CC2CCCC2)cc1	0.5
CC(C)NC(=O)N(C)C[C@H]1Oc2ncc(C#CC3(O)CCCC3)cc2C(=O)N([C@@H](C)CO)C[C@@H]1C	0.6
COc1cccc(S(=O)(=O)N[C@@H]2CC[C@@H](CCn3cc(-c4ccccc4OC)nn3)O[C@H]2CO)c1	-0.6
C[C@H](CO)N1C[C@H](C)[C@@H](CN(C)Cc2cccnc2)Oc2cc(C#CC3CCCCC3)ccc2S1(=O)=O	-0.9
CCN1[C@@H]2c3ccc(-c4cccc(C(=O)N(C)C)c4)c(=O)n3C[C@@H]2[C@@H](CO)[C@@H]1C(=O)N(C)C	-0.3
C[C@@H]1CN([C@@H](C)CO)C(=O)Cc2cc(NC(=O)Nc3cccc4ccccc34)ccc2O[C@@H]1CN(C)S(=O)(=O)c1cn(C)cn1	1.4
CO[C@@H]1CN(C)C(=O)c2cc(NC(=O)C3CC3)ccc2OC[C@@H](C)N(Cc2nccs2)C[C@@H]1C	1.2
CCS(=O)(=O)Nc1ccc2c(c1)C(=O)N(C)C[C@H](OC)[C@H](C)CN(C(=O)C1CCC1)[C@H](C)CO2	-0.2
COc1ccc(CN(C)C[C@H]2Oc3ccc(NS(=O)(=O)c4cn(C)cn4)cc3CC(=O)N([C@@H](C)CO)C[C@@H]2C)cc1	-0.5
N#C[C@@H]1[C@H](c2ccccc2-c2ccccc2)[C@H](CO)N1C(=O)Cc1cccnc1	0.1
C[C@@H]1CN([C@@H](C)CO)C(=O)Cc2cc(NC(=O)Nc3ccc(F)cc3)ccc2O[C@H]1CN(C)S(C)(=O)=O	-1.5
Cc1ccc(S(=O)(=O)Nc2ccc3c(c2)CC(=O)N([C@H](C)CO)C[C@H](C)[C@H](CN(C)Cc2ccc(-c4ccccc4)cc2)O3)cc1	-0.6
C[C@@H]1CN([C@H](C)CO)C(=O)c2cccc(NC(=O)Nc3ccc(F)cc3)c2O[C@@H]1CN(C)Cc1ccc(Cl)c(Cl)c1	-0.7
O=C(c1cnccn1)N1CC(=O)N2[C@H](CO)[C@H](c3ccc(-c4cccc(F)c4)cc3)[C@H]2C1	0.2
C[C@@H]1CN([C@@H](C)CO)C(=O)c2cccc(NC(=O)c3ccncc3)c2O[C@H]1CN(C)Cc1ccc(Oc2ccccc2)cc1	-0.1
CC(C)NC(=O)N(C)C[C@@H]1Oc2c(NS(=O)(=O)c3ccccc3)cccc2C(=O)N([C@@H](C)CO)C[C@H]1C	0.6
Cc1noc(C)c1S(=O)(=O)N(C)C[C@@H]1Oc2ccc(NC(=O)C3CC3)cc2CC(=O)N([C@@H](C)CO)C[C@@H]1C	0.4
C[C@@H]1CN([C@H](C)CO)C(=O)c2cc(NC(=O)CCN3CCOCC3)ccc2O[C@H]1CN(C)C(=O)Nc1ccc2c(c1)OCO2	-0.8
O=C(Nc1ccc(Cl)cc1)N[C@@H]1CC[C@@H](CCNS(=O)(=O)c2ccccc2F)O[C@@H]1CO	-1.5
C[C@H](CO)N1C[C@H](C)[C@@H](CN(C)C(=O)c2ccccc2)Oc2cc(C3=CCCCC3)ccc2S1(=O)=O	1.1
C/C=C/c1ccc([C@H]2[C@@H](CO)N(Cc3ccccn3)[C@H]2CNC(C)=O)cc1	-0.4
C[C@H](NC(=O)C[C@@H]1C=C[C@@H](NC(=O)Nc2ccc3c(c2)OCO3)[C@H](CO)O1)c1ccccc1	0.6
COc1ccc(CN(C)C[C@@H]2Oc3c(NC(=O)c4cc(C)nn4C)cccc3C(=O)N([C@@H](C)CO)C[C@H]2C)cc1	0.6
Further entries.
SMILES	TcdB inh
C[C@H](CO)N1C[C@H](C)[C@@H](CN(C)Cc2ccc(-c3ccccc3)cc2)Oc2ccc(NC(=O)Nc3cccc4ccccc34)cc2C1=O	-0.3
C[C@@H]1CN([C@H](C)CO)C(=O)c2cc(C#CCN(C)C)cnc2O[C@@H]1CN(C)C(=O)NC1CCCC1	-0.6
C[C@@H]1CN([C@H](C)CO)S(=O)(=O)c2ccc(-c3cccnc3)cc2O[C@H]1CN(C)C(=O)NC1CCCC1	0.7
C[C@@H]1CN([C@@H](C)CO)C(=O)Cc2cc(NC(=O)Nc3ccc(C(F)(F)F)cc3)ccc2O[C@H]1CN(C)Cc1ccccc1	-0.1
C[C@@H]1CCCCO[C@@H](CN(C)C(=O)C2CCCCC2)[C@H](C)CN([C@H](C)CO)C(=O)c2cc(NS(=O)(=O)c3cccs3)ccc2O1	-1.7
O=C(C[C@@H]1C[C@H]2c3cc(NC(=O)c4ccc5c(c4)OCO5)ccc3O[C@H]2[C@@H](CO)O1)NCc1cccnc1	-0.2
CO[C@@H]1CN(C)C(=O)c2cc(NC(=O)Cc3ccccc3)ccc2OC[C@@H](C)N(C(C)=O)C[C@@H]1C	0.9
O=C(NCC[C@@H]1CC[C@@H](NC(=O)C2CCOCC2)[C@H](CO)O1)Nc1ccc(Cl)cc1	-0.1
COc1ccc(S(=O)(=O)Nc2ccc3c(c2)C(=O)N([C@H](C)CO)C[C@H](C)[C@H](CN(C)Cc2ccc(C(=O)Nc4ccccc4N)cc2)OCCCC[C@@H](C)O3)cc1	0.3
C[C@@H]1CN([C@@H](C)CO)C(=O)c2cccc(NC(=O)Nc3ccccc3)c2O[C@H]1CN(C)S(=O)(=O)c1ccc(F)cc1	0.0
CCNC(=O)C[C@@H]1CC[C@H]2[C@H](COc3ccc(NC(=O)C4CCCCC4)cc3C(=O)N2C)O1	0.1
CNC(=O)C[C@@H]1CC[C@@H]2[C@@H](COc3ccc(NC(=O)c4cccc(OC)c4)cc3C(=O)N2C)O1	-5.7
C[C@@H]1CN([C@@H](C)CO)C(=O)Cc2cc(NC(=O)Nc3ccc(F)cc3)ccc2O[C@H]1CN(C)C(=O)Nc1ccccc1	0.4
COCC(=O)N[C@@H]1C=C[C@H](CC(=O)NCc2ccccc2OC)O[C@H]1CO	-0.6
O=C(NCC[C@H]1CC[C@H](NS(=O)(=O)c2ccccc2F)[C@H](CO)O1)c1ccc(F)cc1	-0.2
COc1ccc(S(=O)(=O)N(C)C[C@@H]2OCCCC[C@@H](C)Oc3ccc(NS(=O)(=O)c4ccccc4)cc3C(=O)N([C@H](C)CO)C[C@@H]2C)cc1	0.1
C[C@@H]1CN([C@@H](C)CO)S(=O)(=O)c2ccc(C#CC3CCCC3)cc2O[C@H]1CN(C)C	-14.1
C[C@H](CO)N1C[C@H](C)[C@@H](CN(C)C(=O)CCCN(C)C)OCCCC[C@H](C)Oc2ccc(NC(=O)Nc3ccccc3)cc2C1=O	-0.4
COc1ccc2c3c([nH]c2c1)[C@@H](CO)N(C(=O)c1cnccn1)CC31CCN(S(C)(=O)=O)CC1	-0.6
COc1ccc(NC(=O)Nc2ccc3c(c2)C(=O)N([C@H](C)CO)C[C@@H](C)[C@H](CN(C)C(=O)Cc2ccccc2)OCCCC[C@@H](C)O3)cc1	0.6
CC(=O)N[C@H]1CC[C@H](CCNC(=O)C2CC2)O[C@H]1CO	-0.3
O=C(N[C@H]1CC[C@@H](CCNC(=O)c2cnccn2)O[C@H]1CO)c1ccc2c(c1)OCO2	0.2
CC(C)NC(=O)N(C)C[C@@H]1Oc2ccc(NC(=O)Nc3ccc4c(c3)OCO4)cc2CC(=O)N([C@@H](C)CO)C[C@@H]1C	0.9
C[C@@H](O)C#Cc1ccc([C@H]2[C@@H](CO)N3CCCCN(C(=O)Nc4ccccc4)C[C@@H]23)cc1	-0.8
CN1C(=O)c2cc(NC(=O)Nc3ccc(Cl)cc3)ccc2OC[C@@H]2O[C@H](CC(=O)NCCN3CCCCC3)CC[C@@H]21	1.0

Given as labelled records: entries from further up
> COc1ccc(S(=O)(=O)N(C)C[C@@H]2OCCCC[C@@H](C)Oc3ccc(NS(=O)(=O)c4ccccc4)cc3C(=O)N([C@H](C)CO)C[C@@H]2C)cc1
  TcdB inh: 0.1

> COc1ccc2c3c([nH]c2c1)[C@@H](CO)N(C(=O)c1cnccn1)CC31CCN(S(C)(=O)=O)CC1
  TcdB inh: -0.6

(listing goes on)
SMILES	TcdB inh
C[C@H]1CN([C@@H](C)CO)C(=O)c2cc(NC(=O)Cc3cn(C)c4ccccc34)ccc2O[C@@H]1CN(C)C	-2.2
CC(=O)N(C)C[C@H]1Oc2ncc(C#C[C@H](C)O)cc2C(=O)N([C@@H](C)CO)C[C@@H]1C	0.1
CCCNC(=O)N(C)C[C@@H]1Oc2ncc(C#C[C@@H](C)O)cc2C(=O)N([C@@H](C)CO)C[C@@H]1C	1.1
C[C@@H]1CN([C@@H](C)CO)C(=O)c2cccc(NC(=O)Nc3cccc4ccccc34)c2O[C@H]1CN(C)S(=O)(=O)c1ccccc1	1.2
CC=Cc1ccc2n(c1=O)C[C@H]1[C@H](CO)[C@@H](C(=O)NCC3CC3)[C@@H]2N1Cc1ccccc1OC (mixture of isomers)	-0.5
C[C@H]1CN([C@@H](C)CO)C(=O)Cc2cc(N(C)C)ccc2O[C@H]1CN(C)C(=O)Nc1cccc2ccccc12	-5.0
CC=Cc1ccc2n(c1=O)C[C@H]1[C@H](CO)[C@@H](C(=O)N3CCc4ccccc4C3)[C@@H]2N1Cc1ccncc1 (mixture of isomers)	-0.6
CC=Cc1ccc2n(c1=O)C[C@H]1[C@H](CO)[C@@H](C(=O)NCc3ccc4c(c3)OCO4)[C@@H]2N1C(=O)C1CC1 (mixture of isomers)	-4.6
O=C(c1cccnc1)N1CC[C@@H]2[C@H](CO)Nc3ccc(-c4cccc(F)c4)cc3[C@@H]21	-1.5
CCNC(=O)c1cc2c(c(-c3cccc(-c4cccc(OC)c4)c3)n1)[C@H](CCO)N([S@@](=O)C(C)(C)C)C2	-0.8
C[C@H]1CN([C@@H](C)CO)C(=O)c2cccc(NC(=O)C3CC3)c2O[C@H]1CN(C)Cc1ccc(Cl)c(Cl)c1	-1.1
CCC(=O)N1CC2(CN(Cc3ccc(Cl)cc3)C2)c2c([nH]c3cc(OC)ccc23)[C@@H]1CO	0.0
CCCNC(=O)C[C@H]1CC[C@@H]2[C@H](COC[C@H](O)CN2C(=O)C2CCOCC2)O1	-0.5
CO[C@H]1CN(C)C(=O)c2ccc(NC(=O)Nc3ccc(Cl)c(Cl)c3)cc2OC[C@H](C)NC[C@@H]1C	-1.4
CCS(=O)(=O)Nc1ccc2c(c1)C(=O)N(C)[C@@H]1CC[C@H](CC(=O)NC3CCCCC3)O[C@H]1CO2	-0.1
O=C(C[C@H]1C[C@@H]2c3cc(NC(=O)C4CCC4)ccc3O[C@@H]2[C@@H](CO)O1)NCc1ccccc1	-0.1
O=C(C[C@@H]1C=C[C@H](NC(=O)C2CCOCC2)[C@@H](CO)O1)NCC1CC1	-0.5
O=C(C[C@@H]1CC[C@H]2[C@@H](COC[C@@H](O)CN2CC2CCCCC2)O1)NCc1ccc(Cl)cc1	0.3
O=C(CC1CC1)Nc1ccc2c(c1)[C@H]1C[C@@H](CC(=O)NC3CCCCC3)O[C@@H](CO)[C@H]1O2	-1.3
Cc1noc(C)c1S(=O)(=O)Nc1ccc2c(c1)CC(=O)N([C@H](C)CO)C[C@H](C)[C@@H](CN(C)C(=O)NC1CCCCC1)O2	0.3
CCC(=O)Nc1ccc2c(c1)C(=O)N(C)C[C@H](OC)[C@@H](C)CN(CCC(F)(F)F)[C@@H](C)CO2	-0.9
CO[C@@H]1CN(C)C(=O)c2ccc(NC(=O)c3ccccc3)cc2OC[C@@H](C)NC[C@@H]1C	-6.2
COC(=O)[C@H]1[C@H](CO)[C@H]2Cn3c(ccc(C4=CCCC4)c3=O)[C@@H]1N2CC1CCCCC1	-0.1
O=C(C1CCC1)N1CC(=O)N2[C@H](CO)[C@H](c3ccc(-c4cccnc4)cc3)[C@H]2C1	1.0
O=C(C[C@H]1C=C[C@@H](NC(=O)CN2CCOCC2)[C@H](CO)O1)NCCc1ccncc1	-3.2
(list continues)
SMILES	TcdB inh
COc1cccc(C(=O)Nc2ccc3c(c2)OC[C@H](C)N(C(=O)C2CCCC2)C[C@@H](C)[C@H](OC)CN(C)C3=O)c1	0.6
COCC(=O)Nc1ccc2c(c1)C(=O)N(C)[C@H]1CC[C@@H](CC(=O)NCCc3ccncc3)O[C@H]1CO2	0.7
COCC#Cc1cnc2c(c1)C(=O)N([C@@H](C)CO)C[C@@H](C)[C@@H](CN(C)C(=O)C1CCC1)O2	-4.3
CO[C@H]1CN(C)C(=O)c2cc(NC(=O)C3CC3)ccc2OC[C@H](C)N(Cc2cccnc2)C[C@@H]1C	-0.3
COc1ccc(S(=O)(=O)Nc2ccc3c(c2)C(=O)N([C@@H](C)CO)C[C@@H](C)[C@H](CN(C)Cc2ccc(Oc4ccccc4)cc2)O3)cc1	-0.1
COc1ccc(NC(=O)Nc2ccc3c(c2)CC(=O)N([C@@H](C)CO)C[C@@H](C)[C@@H](CN(C)C(=O)NC2CCCCC2)O3)cc1	-1.2

Three structures from above, ordered by formula weight, high to low.
SMILES	TcdB inh
COc1ccc(NC(=O)Nc2ccc3c(c2)CC(=O)N([C@@H](C)CO)C[C@@H](C)[C@@H](CN(C)C(=O)NC2CCCCC2)O3)cc1	-1.2
COc1cccc(C(=O)Nc2ccc3c(c2)OC[C@H](C)N(C(=O)C2CCCC2)C[C@@H](C)[C@H](OC)CN(C)C3=O)c1	0.6
CO[C@H]1CN(C)C(=O)c2cc(NC(=O)C3CC3)ccc2OC[C@H](C)N(Cc2cccnc2)C[C@@H]1C	-0.3
